Screening data from PubChem.
MsrA inhibitor = bovine MsrA inhibition. actives 0.75% (n = 360,000). inhibition, % at 15.5 µM. AID 651718. purified bovine MsrA, absorbance read-out; in the data active = inhibition above about 4.5%;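 note: 0% = vehicle wells with enzyme and 100% = reference inhibitor wells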
eLon inh = inhibitors of E. coli Lon protease | P0A9M0 | purified E. coli Lon protease, fluorescence polarization | inhibition, % at 7.94 µM | actives 0.42% (n = 360,000) | AID 602123; in the data active = inhibition above about 13%, passing the limit was not always enough;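 note: 0% = enzyme with probe and DMSO and 100% = no enzyme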
SKN-1 block = blocks SKN-1 activity in C. elegans. C. elegans VP596 Pgst-4::GFP/RFP ratio, acrylamide-induced, 24 h. inhibition, % at 21.8 µM. actives 0.49% (n = 360,000). AID 624304;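 active = interference check ratio from 0.5 to 1.5 plus GFP to RFP signal ratio inhibition reaching or exceeding a fixed threshold, cut at about 30% in these data, passing the limit was not always enough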; note: some compounds called inactive have numbers as strong as hits
FAS TE block = inhibitors of human fatty acid synthase thioesterase domain; P49327; recombinant FAS-TE, OMFH fluorogenic substrate, fluorescence endpoint; inhibition, % at 15 µM; actives 0.67% (n = 360,000);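 active = compounds whose normalised, plate-corrected inhibition of enzyme fluorescence in the single-dose primary screen is 50% or more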;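 note: 0% = DMSO with enzyme and 100% = substrate without enzyme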
MT1-MMP act inh = inhibitors of human MT1-MMP activation. HT1080 RFP-PRO-GFP cells, GFP/RFP ratio fluorescence, overnight; percent of plate control window, DMSO zero. GFP/RFP ratio change, % at 20 µM. actives 0.061% (n = 360,000). AID 651647;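 active = GFP/RFP ratio change of at least 30% with cell ATP level not reduced by more than half and red fluorescence within 50% of control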; note: strong numbers were not always called active
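Assay system: HT1080 RFP-PRO-GFP cells | Dosing: 20 µM single dose, 1% DMSO | Incubation: Cells overnight before dosing, compound overnight, 37 °C, 5% CO2 | Evaluation: GFP/RFP fluorescence ratio | Control set: DMSO-only wells and HT1080 RFP-L50D-GFP cell wells as references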
PABP1 MLLE inh = inhibitors of microRNA-mediated deadenylation, human PABP1 MLLE binding; GST-MLLE / FITC-PAM2 fluorescence polarization; actives 0.36% (n = 360,000); AID 588489; inhibition, % at 20 µM; in the data active = inhibition above about 35%, passing the limit was not always enough;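 note: plate controls were DMSO wells with GST-MLLE for no effect and wells lacking GST-MLLE protein for full effect; some results filed as inactive read as strong as hits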
Target sequence (P11940 whole entry, looked up): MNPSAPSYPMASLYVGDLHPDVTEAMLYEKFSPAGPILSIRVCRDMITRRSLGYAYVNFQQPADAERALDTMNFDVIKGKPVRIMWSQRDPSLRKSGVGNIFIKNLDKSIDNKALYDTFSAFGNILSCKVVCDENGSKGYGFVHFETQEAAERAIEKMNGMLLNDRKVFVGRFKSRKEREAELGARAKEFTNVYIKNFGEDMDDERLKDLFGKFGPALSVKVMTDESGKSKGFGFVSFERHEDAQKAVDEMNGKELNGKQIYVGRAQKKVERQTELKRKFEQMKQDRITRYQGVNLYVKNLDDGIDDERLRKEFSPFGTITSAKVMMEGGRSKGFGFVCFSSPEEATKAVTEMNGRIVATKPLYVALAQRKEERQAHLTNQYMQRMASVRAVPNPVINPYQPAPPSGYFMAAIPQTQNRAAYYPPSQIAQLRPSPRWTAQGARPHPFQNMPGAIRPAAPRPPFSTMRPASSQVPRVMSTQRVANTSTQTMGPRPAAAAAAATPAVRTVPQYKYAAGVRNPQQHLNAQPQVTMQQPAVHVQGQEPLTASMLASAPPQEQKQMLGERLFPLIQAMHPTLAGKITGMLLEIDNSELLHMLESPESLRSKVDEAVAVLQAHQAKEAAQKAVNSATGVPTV
bovine MsrA act = activators of bovine methionine sulfoxide reductase A; activation, % at 10.6 µM; AID 602163; purified bovine MsrA, absorbance read-out; actives 0.3% (n = 360,000); in the data active = activation above about 7.5%;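 note: 0% = vehicle and 100% = reference activator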
TbMetRS inhib = Trypanosoma brucei MetRS inhibition | purified T. brucei MetRS, ATP depletion, Kinase-Glo luminescence | inhibition, % at 11.9 µM | actives 0.4% (n = 360,000) | AID 624268;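 active = inhibition above a per-plate cutoff of the control wells' mean inhibition plus 3 SD, cut at about 5.5% in these data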;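 note: 0% = DMSO wells median and 100% = median of wells with control inhibitor compound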
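Material – parasite MetRS enzyme · Medium – HEPES-MgCl2-KCl buffer plus DTT, spermine, BSA, pyrophosphatase · Reagent – ATP, methionine and E. coli bulk tRNA substrates · Times – 15 min enzyme-compound preincubation, 2 h reaction, 10 min detection, 25 °C · Measured by – luminescence of leftover ATP · Evaluation – percent inhibition relative to median high and low control wells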
CendR NRP1 mod = NRP-1/CendR interaction modulation. O14786. FAM-RPARPAR peptide binding to NRP-1, fluorescence polarization. inhibition, % at 25 µM. actives 0.85% (n = 360,000). AID 602438;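 active = inhibition or corrected inhibition above about 18%, plus a signal ratio from 0.5 to 1.5, limit read from the data, passing the limit was not always enough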; note: strong numbers were not always called active
* = called active by the depositor; · = not tested or not shown.

1: Cc1cc(C)cc(N(CC(=O)NC(C)(C)C)C(=O)CCC(=O)Nc2ccccn2)c1
2: Cc1cccc(NS(=O)(=O)c2ccc(S(=O)(=O)N3CCCC3)cc2)c1
3: Cc1ccccc1OCC(=O)Nc1nnc(-c2ccco2)s1
4: COCCN1C(=O)c2oc3cc(C)c(C)cc3c(=O)c2C1c1cccc(O)c1 (stereo not given)
5: COc1ccc(OC)c(N(C(=O)c2snc(C(N)=O)c2N)C(C(=O)NCC2CCCO2)c2ccc3ncccc3c2)c1 (stereo not given)
6: CC(=O)c1ccc(N2C(=O)[C@@H]3C(C(=O)CCN4C(=O)c5ccccc5C4=O)=NN[C@@H]3C2=O)cc1
7: CC(CC(=O)O)CC(=O)Nc1nncs1 (stereo not given)
8: Cc1nc(N)sc1-c1csc(Nc2cc(N(C)C)ccc2Cl)n1

Compound	1	2	3	4	5	6	7	8
MsrA inhibitor	-1.0	-0.8	-0.9	1.3	2.2	0.6	-0.3	0.7
eLon inh	-11	3	10	4	7	-3	-1	2
SKN-1 block	-4	0	4	11	-26	4	-1	8
FAS TE block	-6	3	-3	-7	-3	-12	-6	-12
MT1-MMP act inh	-1	-1	10	-4	5	2	1	4
PABP1 MLLE inh	-2	4	-12	1	2	-2	8	-18
bovine MsrA act	-1	0	-3	-1	-11	-7	-5	-4
TbMetRS inhib	-0.8	0.2	-0.4	-0.7	-1.2	-0.1	0.0	-0.8
CendR NRP1 mod	8	7	-16	0	-1	-2	-8	-33

Whole records from above:
`Cc1cc(C)cc(N(CC(=O)NC(C)(C)C)C(=O)CCC(=O)Nc2ccccn2)c1` is listed with MsrA inhibitor = -1.0; eLon inh = -11; SKN-1 block = -4; FAS TE block = -6; MT1-MMP act inh = -1; PABP1 MLLE inh = -2; bovine MsrA act = -1; TbMetRS inhib = -0.8; CendR NRP1 mod = 8
`COc1ccc(OC)c(N(C(=O)c2snc(C(N)=O)c2N)C(C(=O)NCC2CCCO2)c2ccc3ncccc3c2)c1` (stereo not given) is listed with MsrA inhibitor = 2.2; eLon inh = 7; SKN-1 block = -26; FAS TE block = -3; MT1-MMP act inh = 5; PABP1 MLLE inh = 2; bovine MsrA act = -11; TbMetRS inhib = -1.2; CendR NRP1 mod = -1

(continued)
9: O=C1c2ccccc2NC(c2cn[nH]c2-c2ccc(Cl)cc2)N1O (stereo not given)
10: Cc1ccccc1CSc1nnc(-c2ccncc2)n1C
11: O=c1oc2ccccc2cc1-c1csc(Nc2nc3c(F)cccc3s2)n1
12: CCOC(=O)Cc1csc(NC(=O)Cc2ccc([N+](=O)[O-])cc2)n1
13: Cc1cc(N2CC(C(=O)NCc3cccnc3)CC2=O)ccc1C(C)C (stereo not given)
14: O=S(=O)(NC1CCCCC1NS(=O)(=O)c1ccc(F)cc1)c1ccc(F)cc1 (stereo not given)
15: O=C(NCc1cccnc1)C12CC3CC(CC(Cl)(C3)C1)C2
16: Cc1onc(-c2c(F)cccc2Cl)c1C(=O)NCc1cccs1

Compound	9	10	11	12	13	14	15	16
MsrA inhibitor	0.6	-0.1	-0.8	-0.1	-0.9	0.3	-0.1	-2.0
eLon inh	13	3	-7	-5	-3	-7	-3	0
SKN-1 block	8	2	2	-11	-6	-8	-5	20
FAS TE block	1	-5	-4	-13	1	-3	-1	-2
MT1-MMP act inh	5	-3	-8	2	5	-2	-1	2
PABP1 MLLE inh	6	-4	-35	10	-6	2	-49	12
bovine MsrA act	-3	-9	-2	-7	-2	-9	-2	0
TbMetRS inhib	0.1	-1.4	-0.2	-0.8	-0.3	-1.5	-0.5	0.3
CendR NRP1 mod	4	3	-13	-4	10	-9	-9	-11

17: CCCCCOc1ccc(C(C)(O)C(CN2CCOCC2)c2ccccc2)cc1 (stereo not given)
18: O=C(OC1CCOC1=O)c1ccc(N2CCCC2)c([N+](=O)[O-])c1 (stereo not given)
19: COc1ccccc1C(=O)O/N=C(/C)c1ccc(N2C(=O)C3CCCCC3C2=O)cc1 (stereo not given)
20: CCOC(=O)CC(NC(=O)Cn1nnc(-c2ccccc2)n1)c1ccc(OC)cc1 (stereo not given)
21: CCCCC(=O)Nc1nnc(C)s1
22: Cc1ccccc1Cc1ccc(Cl)nn1
23: CCCC(=O)c1ccc(N2CCCC2)c(F)c1
24: O=C(CN1CCN(S(=O)(=O)c2ccc(F)cc2)CC1)c1ccc(O)c(O)c1

Compound	17	18	19	20	21	22	23	24
MsrA inhibitor	-0.4	1.3	1.0	1.9	-0.5	-0.9	3.6	1.4
eLon inh	5	-2	-7	-9	5	-6	-9	5
SKN-1 block	23	7	7	6	4	1	19	-1
FAS TE block	15	-2	10	4	1	-3	11	-2
MT1-MMP act inh	-12	5	1	2	1	-3	-2	6
PABP1 MLLE inh	-4	8	9	2	-2	0	-8	8
bovine MsrA act	1	0	-2	-4	0	-2	-3	-6
TbMetRS inhib	-0.9	1.5	-0.1	-0.1	-0.6	0.5	0.4	0.6
CendR NRP1 mod	-4	-11	-5	2	7	-4	-6	-16

25: CCOC(=O)N1CCN(Cc2nc3cc([N+](=O)[O-])ccc3n2C)CC1
26: CCOC(=O)c1cn[nH]c1NC(=S)Nc1ccc(Cl)cc1
27: CCOP(=O)(Cc1ccc(C(C)(C)CC(C)=O)o1)OCC
28: CC(NCC(=O)Nc1ccccc1C(=O)NC1CC1)c1ccc(S(C)(=O)=O)cc1 (stereo not given)
29: O=C(CBr)c1ccc([N+](=O)[O-])c(CS(=O)(=O)c2ccc(Cl)cc2)c1
30: CCCN(CC(=O)Nc1ccccc1OC)C(=O)c1cc(-c2cccs2)nn1-c1ccccc1
31: Cc1nnc(-c2cnn(-c3ccccc3)c2N)n1Cc1ccc(F)cc1
32: Cc1nn(CC(=O)NCc2ccccc2)c(=O)c2cccn12

Compound	25	26	27	28	29	30	31	32
MsrA inhibitor	2.2	-1.8	-0.9	-0.7	2.0	0.9	-0.1	0.3
eLon inh	1	3	5	8	2	8	2	-1
SKN-1 block	4	8	-1	18	7	5	20	17
FAS TE block	5	-147	-2	-7	-13	25	-8	-6
MT1-MMP act inh	0	5	-1	2	0	-6	7	0
PABP1 MLLE inh	4	25	15	-3	32	-26	7	-24
bovine MsrA act	-3	-2	-2	-7	2	-2	-1	-4
TbMetRS inhib	0.0	3.8	0.2	-0.3	0.3	-0.3	0.0	0.0
CendR NRP1 mod	9	2	-21	-2	2	-4	-1	-2

Five records drawn at random from the list so far:
15: O=C(NCc1cccnc1)C12CC3CC(CC(Cl)(C3)C1)C2
21: CCCCC(=O)Nc1nnc(C)s1
17: CCCCCOc1ccc(C(C)(O)C(CN2CCOCC2)c2ccccc2)cc1 (stereo not given)
27: CCOP(=O)(Cc1ccc(C(C)(C)CC(C)=O)o1)OCC
18: O=C(OC1CCOC1=O)c1ccc(N2CCCC2)c([N+](=O)[O-])c1 (stereo not given)

Compound	15	21	17	27	18
MsrA inhibitor	-0.1	-0.5	-0.4	-0.9	1.3
eLon inh	-3	5	5	5	-2
SKN-1 block	-5	4	23	-1	7
FAS TE block	-1	1	15	-2	-2
MT1-MMP act inh	-1	1	-12	-1	5
PABP1 MLLE inh	-49	-2	-4	15	8
bovine MsrA act	-2	0	1	-2	0
TbMetRS inhib	-0.5	-0.6	-0.9	0.2	1.5
CendR NRP1 mod	-9	7	-4	-21	-11

(next part)
33: CCCCNC(=O)C1C(c2ccc(C(F)(F)F)cc2)=Nc2ccccc2N1C(=O)c1cccc2ccccc12 (stereo not given)
34: CC(C)C(=O)N1CCc2cc(-c3csc(N)n3)ccc21
35: Cc1cccc(-n2cc(CN3CCN(Cc4nccn4C)CC3)c(-c3cccc(F)c3)n2)c1
36: O=C(CN1CC(=O)Oc2ccccc21)OCC(=O)c1ccccc1
37: O=C(O)CCCCCN1C(=O)CCC1=O
38: CCC(=O)NC(=S)Nc1cccc(Cl)c1N1CCCC1
39: CCNC(=S)NS(=O)(=O)c1ccc(C)cc1
40: O=C(O)c1cccc2c1C(=O)c1ccccc1C2=O

Compound	33	34	35	36	37	38	39	40
MsrA inhibitor	1.2	1.6	0.1	-0.7	-1.0	0.3	0.4	1.1
eLon inh	·	-21	-4	-5	-7	-8	-7	-11
SKN-1 block	-1	14	11	6	3	20	0	-1
FAS TE block	·	-16	-3	-5	-3	6	-8	-2
MT1-MMP act inh	-21	-16	0	4	-2	-13	-5	3
PABP1 MLLE inh	·	6	12	14	-4	37	41*	13
bovine MsrA act	·	-4	-10	-1	-2	-4	-2	-3
TbMetRS inhib	-0.8	0.2	-1.1	-0.6	0.5	-0.4	-1.2	-0.1
CendR NRP1 mod	8	-47	10	-13	-2	-8	-4	-10

41: CSc1cccc(NC(=O)CSc2nnc(C)s2)c1
42: N#Cc1c(F)cccc1N1CCC(C#N)CC1
43: CO/N=C(\C)C(Cc1ccc(Cl)nc1)Cc1ccc(Cl)nc1
44: CCN(c1ccccc1)S(=O)(=O)c1ccc(C(=O)Nc2cccc(C)n2)cc1
45: Cn1c(CN2CCOCC2)nc2cc(NC(=O)c3ccc(F)cc3)ccc21
46: CC(C)c1ccc(/C=c2\sc3n(c2=O)C(N)=C(C#N)C(c2ccc(C(C)C)cc2)C=3C(N)=O)cc1 (stereo not given)
47: O=C(Nc1sc2c(c1-c1nc3ccccc3[nH]1)CCCC2)C1CCCC1
48: CCC(=O)N1c2ccccc2C(N(C(=O)CC)c2ccccc2)CC1C (stereo not given)

Compound	41	42	43	44	45	46	47	48
MsrA inhibitor	0.4	1.6	1.5	0.7	0.2	-0.4	1.4	0.4
eLon inh	5	4	0	0	-13	-3	-3	-9
SKN-1 block	-26	-7	0	-5	-2	0	11	-2
FAS TE block	-10	-7	-2	25	-5	0	12	-6
MT1-MMP act inh	2	4	4	0	-7	-1	-7	3
PABP1 MLLE inh	-13	-3	1	-8	-4	-16	-49	1
bovine MsrA act	-10	-6	-6	-3	-3	-8	-2	-4
TbMetRS inhib	-0.2	-0.3	-1.0	0.0	-0.6	-0.7	0.4	0.2
CendR NRP1 mod	5	1	-8	-9	8	-18	-4	3

49: CCNC(=O)c1ccc(C2SCC(=O)N2CCc2ccccc2)cc1 (stereo not given)
50: O=S1(=O)CC(N2CCCCC2)CN1Cc1cn(Cc2cccc(C(F)(F)F)c2)nn1 (stereo not given)
51: Cc1nnc(NC(=O)CSc2ccccn2)s1
52: COc1ccccc1C(c1nnnn1CCc1ccccc1)N1CCN(c2ccccc2)CC1 (stereo not given)

Compound	49	50	51	52
MsrA inhibitor	-0.4	-0.4	-1.2	0.5
eLon inh	-1	-1	3	-1
SKN-1 block	5	-3	1	28
FAS TE block	-8	-5	-4	27
MT1-MMP act inh	-1	1	3	-42
PABP1 MLLE inh	1	·	10	5
bovine MsrA act	0	-4	2	-2
TbMetRS inhib	0.0	-0.1	-0.8	-0.3
CendR NRP1 mod	6	11	0	2
